High-throughput results (PubChem BioAssay)
ERG Ets-DNA blk – inhibitors of human ERG Ets domain-DNA interaction; P11308; fluorescence polarization, His-ERG Ets domain / labelled DNA; Potency, µM (top dose mostly 76.9 µM), without a hit: at the top dose FP activity, negative = inhibition, hits mostly inhibitors; hit rate 0.028% among 370,000; active = well fitted inhibition curve with a large enough effect in the polarisation, with a control signal flat; inconclusive = small, poorly fitted or top-dose-only effect, or effect the other way, or a change in a side signal; inactive = no such curve, though single readings can be large or run the other way; the % refers to the polarisation;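 also: polarization taken with two DNA probes labelled with fluorescein and Texas red; % of control where 0% means no effect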
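His-tagged ERG Ets domain (1 uM in the protein solution; 300mM KCl, 50mM Tris-HCl, 1mM EDTA, 1mM DTT, pH 7.5) received compound, then a probe mix of 5 nM fluorescein-DNA and 100nM Texas-615-DNA. Fluorescence polarization was read for both dyes.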
12-LOX inh – blocks human arachidonate 12S-lipoxygenase. Potency, µM (series often up to 108 µM), inactives show at the highest dose activity change, negative = inhibition, most hits filed as inhibitors. purified 12hLO, xylenol orange hydroperoxide absorbance. hit rate 1.1% among 580,000; also: % is scaled to controls: 0 for no effect and ±100 for the full control effect
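Purified human 12hLO (150 nM final) in 25 mM Hepes, 0.01% Triton X-100, pH 7.0 was preincubated 15 min at room temperature with compound. Then 40 uM arachidonic acid was added, 30 min. Hydroperoxide was read by Fe-XO absorbance ratio 573/405 nm.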
GLS inhibitor – blocks human kidney-isoform glutaminase activity; GLS enzymatic activity, qHTS titration; Potency, µM (highest dose often 45.5 µM), without a hit: at the top dose activity change, negative = inhibition, most hits filed as inhibitors; O94925; hit rate 0.21% among 410,000; AID 624170; also: % is scaled to controls: 0 for no effect and ±100 for the full control effect
Target sequence (O94925 whole entry, looked up, canonical isoform): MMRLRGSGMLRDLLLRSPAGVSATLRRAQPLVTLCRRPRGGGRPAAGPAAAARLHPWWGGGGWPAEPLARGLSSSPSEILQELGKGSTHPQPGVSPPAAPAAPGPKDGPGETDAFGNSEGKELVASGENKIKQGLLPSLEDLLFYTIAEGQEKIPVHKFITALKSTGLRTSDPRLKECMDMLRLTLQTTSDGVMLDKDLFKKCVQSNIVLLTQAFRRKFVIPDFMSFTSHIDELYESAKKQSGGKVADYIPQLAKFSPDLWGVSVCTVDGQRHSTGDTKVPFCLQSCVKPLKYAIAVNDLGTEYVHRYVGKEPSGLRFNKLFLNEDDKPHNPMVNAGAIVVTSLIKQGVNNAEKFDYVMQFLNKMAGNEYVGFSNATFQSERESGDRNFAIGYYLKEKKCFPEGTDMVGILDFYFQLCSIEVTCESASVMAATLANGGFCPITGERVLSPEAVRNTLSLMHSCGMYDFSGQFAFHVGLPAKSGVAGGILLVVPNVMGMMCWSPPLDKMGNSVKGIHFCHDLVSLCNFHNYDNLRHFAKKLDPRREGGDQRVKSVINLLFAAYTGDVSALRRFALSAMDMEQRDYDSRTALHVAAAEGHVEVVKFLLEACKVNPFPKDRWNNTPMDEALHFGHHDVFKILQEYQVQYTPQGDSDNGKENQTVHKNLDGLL
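Glutamate formation by hKGA was monitored fluorometrically using coupled glutamate oxidase, HRP and Amplex Red. Substrate was added as 1 mM L-glutamine solution; incubation was 30 min at RT after an initial read.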
JMJD2A Tudor inh – JMJD2A Tudor domain (human) inhibition | O75164 | AlphaScreen JMJD2A-Tudor / H3K4me3 peptide binding | Potency, µM (titrated, usually from 114 µM), inactives show at the top dose activity change, negative = inhibition, actives largely listed as inhibitors | hit rate 4.4% among 390,000 | AID 504339; also: % is scaled to controls: 0 for no effect and ±100 for the full control effect; nearly all actives have a fitted effect of over 50% in size
rTrxR1 inhibitor – rat TrxR1 inhibition; O89049; recombinant rTrxR1, NADPH fluorescence consumption, selenite substrate; Potency, µM (top dose mostly 114 µM), without a hit: top-dose activity change, negative = inhibition, usual class: inhibitors; hit rate 1% among 390,000; also: % is scaled to controls: 0 for no effect and ±100 for the full control effect; nearly all actives have a fitted effect of over 65% in size
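Rat TrxR1 (90 nM in the dispensed reagent) was pre-reduced with 400 uM NADPH for 5 min at room temperature, then incubated with compound for 15 min. After 400 uM selenite was added, NADPH fluorescence (Ex 340/Em 450 nm) was followed for 8 min.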
RGS4 inhibitor – human RGS4 inhibition | P49798 | Transcreener GDP fluorescence polarization, RGS4-accelerated GTP hydrolysis | AID 504845 | hit rate 0.039% among 390,000 | Potency, µM (series often up to 114 µM), inactives show at the highest dose activity change, negative = inhibition, usual class: inhibitors; also: % is scaled to controls: 0 for no effect and ±100 for the full control effect; nearly all actives have a fitted effect of over 75% in size; some results filed as inactive show a strong effect at the top dose
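MLSMR compounds (23 nl, pin-transferred) preincubated 10 min at room temperature with a 500nM (2x) first reagent, then RGS4 at 900nM (2x) plus Transcreener GDP mix added; fluorescence polarization (620/688 nm) read before and after 90 min at 30 °C.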
HP1b binding inh – inhibitors of HP1-beta chromodomain binding to methylated histone tails; P83916; AlphaScreen HP1-beta / biotin-H3K9me3 peptide binding; Potency, µM (series often up to 114 µM), without a hit: top-dose activity change, negative = inhibition, most hits filed as inhibitors; hit rate 0.56% among 390,000; also: nearly all actives have a fitted effect of over 70% in size; inactives centre near 23
Target sequence (P83916 whole entry, looked up): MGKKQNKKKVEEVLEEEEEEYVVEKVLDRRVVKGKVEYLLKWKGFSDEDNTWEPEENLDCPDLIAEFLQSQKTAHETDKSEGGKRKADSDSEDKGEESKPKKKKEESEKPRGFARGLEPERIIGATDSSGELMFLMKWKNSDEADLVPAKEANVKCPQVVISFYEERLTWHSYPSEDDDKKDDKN
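Compound inhibition of the preformed complex between 50 nM HP1-beta and 50 nM biotinylated H3K9me3 peptide was read by AlphaScreen. Buffer was PBS pH 7.4 with 0.01% Tween-20. Incubations ran 30 min at room temperature, with 10 ug/mL donor/acceptor beads.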
Tb PGK inh – blocks T. brucei phosphoglycerate kinase; Potency, µM (top dose mostly 57.5 µM), inactives show at the top dose activity change, negative = inhibition, most hits filed as inhibitors; PGK/GAPDH coupled, Kinase-Glo luminescence, 60 min; P07378; hit rate 0.043% among 380,000; also: % is scaled to controls: 0 for no effect and ±100 for the full control effect; nearly all actives have a fitted effect of over 60% in size
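Recombinant glycosomal PGK reaction used 1,3-bisphosphoglycerate generated in-well by GAPDH (100nM final) in 100mM TEA pH 7.6, 5mM MgCl2, 0.01% Tween-20. After 60 minutes at room temperature, ATP was read by Kinase-Glo Plus luminescence end-point.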
Pin1 inh – inhibitors of human Pin1 | Q13526 | Pin1 FP peptide displacement, HiFluor488, 10 min | Potency, µM (series often up to 115 µM), for the others: top-dose activity, negative = inhibition, actives largely listed as inhibitors | hit rate 0.009% among 390,000 | AID 504891; active = well fitted inhibition curve with a large enough effect in the polarisation, with a control signal flat, not every such curve was filed as active; inconclusive = small, poorly fitted or top-dose-only effect, or effect the other way, or a change in a side signal; inactive = no such curve, though single readings can be large or run the other way; the % refers to the polarisation; also: % is scaled to controls: 0 for no effect and ±100 for the full control effect
Target sequence (Q13526 whole entry, looked up): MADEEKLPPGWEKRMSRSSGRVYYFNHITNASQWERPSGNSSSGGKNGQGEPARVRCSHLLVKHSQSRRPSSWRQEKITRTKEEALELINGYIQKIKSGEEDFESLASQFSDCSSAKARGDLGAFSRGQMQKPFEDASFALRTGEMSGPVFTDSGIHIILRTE
An asterisk follows results filed as active; & = joins results of further samples; [ ] = remark or other dose. Unless noted, calls follow the shape of the dose curve; as a rule, active = well fitted curve in the direction sought with a large enough effect; inconclusive = small, poorly fitted or top-dose-only effect, or another doubt; inactive = no such curve, though single readings can be large; an effect the other way counts as inactive or inconclusive. Potency is read from the fitted curve at half-maximal effect. Some of the compounds tested. The share of hits here may be higher or lower than overall.

Screening CCN(CC)S(=O)(=O)c1c(OC)cc(C)c(Cl)c1C returned ERG Ets-DNA blk -8%, 12-LOX inh 1%, GLS inhibitor -19%, JMJD2A Tudor inh 19%, rTrxR1 inhibitor 3%, RGS4 inhibitor 20%[56.9 µM], HP1b binding inh 40%[activator], Tb PGK inh -3% and Pin1 inh 3%.
`CC1(C)CC(N=Cc2c(O)n(Cc3ccc4c(c3)OCO4)c(=O)c3ccccc23)CC(C)(C)N1` gave ERG Ets-DNA blk 3%, 12-LOX inh -13%, GLS inhibitor -14%, JMJD2A Tudor inh inconclusive, rTrxR1 inhibitor 18%[57.1 µM], RGS4 inhibitor 13%, HP1b binding inh inconclusive, Tb PGK inh -5% and Pin1 inh -3%.
For CCN(CC(=O)Nc1c(F)cccc1F)C(=O)CCN1C(=O)c2cccc([N+](=O)[O-])c2C1=O the results were ERG Ets-DNA blk -1%, 12-LOX inh -6%, GLS inhibitor 4%, JMJD2A Tudor inh -3%, rTrxR1 inhibitor -17%, RGS4 inhibitor 9%, HP1b binding inh 29%, Tb PGK inh 7% and Pin1 inh inconclusive.
`COC(=O)C1=CN(C)C=C(C(=O)OC)C1c1ccc(O)c(OC)c1` gave ERG Ets-DNA blk -4%, 12-LOX inh 0%, GLS inhibitor 6%, JMJD2A Tudor inh -9%, rTrxR1 inhibitor 6%, RGS4 inhibitor -15%, HP1b binding inh 31%, Tb PGK inh -1% and Pin1 inh 4%.
Cc1noc(C)c1S(=O)(=O)Nc1ccccc1OC(F)(F)F was read as ERG Ets-DNA blk -3%, 12-LOX inh 416%[activator], GLS inhibitor 2%, JMJD2A Tudor inh -23%, rTrxR1 inhibitor 21%, RGS4 inhibitor 0%, HP1b binding inh 31%[activator], Tb PGK inh -6% and Pin1 inh 2%.
Screening O=C(COC(=O)c1ccc2[nH]c3c(c2c1)CCCC3)Nc1ccccc1 returned ERG Ets-DNA blk -1%, 12-LOX inh inconclusive, GLS inhibitor -5%, JMJD2A Tudor inh inconclusive, rTrxR1 inhibitor 13%[57.1 µM], RGS4 inhibitor -44%, HP1b binding inh -6%, Tb PGK inh -8% and Pin1 inh 10%.
For Cc1cccc(NCCC(=O)c2ccc(Br)cc2)c1 the results were 12-LOX inh -11%, GLS inhibitor -4%, JMJD2A Tudor inh inconclusive, rTrxR1 inhibitor 25µM*, RGS4 inhibitor -22%, HP1b binding inh 4%, Tb PGK inh 0% and Pin1 inh -1%.
`CC1CCCC(C)N1C(=O)CSc1nnc(COc2ccccc2)n1-c1ccccc1` (configuration not stated) gave 12-LOX inh 8%, GLS inhibitor -2%, JMJD2A Tudor inh -7%, rTrxR1 inhibitor -1%, RGS4 inhibitor -4%, HP1b binding inh 13%, Tb PGK inh 1% and Pin1 inh 1%.
Screening Cc1c(Cl)cnc(NC(=O)CSc2nnnn2C)c1Cl returned ERG Ets-DNA blk 0%, 12-LOX inh -9%, GLS inhibitor 14%, JMJD2A Tudor inh -8%, rTrxR1 inhibitor 7%, RGS4 inhibitor 20%, HP1b binding inh 33%, Tb PGK inh 2% and Pin1 inh 1%.
`CC(=O)c1ccc(N2CCN(C(=O)c3nn(Cc4ccccc4)c(=O)c4ccccc34)CC2)cc1` gave ERG Ets-DNA blk -3%, 12-LOX inh -14%&4%, GLS inhibitor -1%, JMJD2A Tudor inh -18%, rTrxR1 inhibitor 6%, RGS4 inhibitor -18%, HP1b binding inh 44%[activator], Tb PGK inh -3% and Pin1 inh 17%.
Screening O=C(C=C(O)c1ccc(Cl)cc1)C(=O)NNC(=O)C(O)(c1ccccc1)c1ccccc1 returned ERG Ets-DNA blk 1%, 12-LOX inh 14µM*, GLS inhibitor 2%, JMJD2A Tudor inh inconclusive, rTrxR1 inhibitor -7%, RGS4 inhibitor 5%, HP1b binding inh -18%, Tb PGK inh inactive and Pin1 inh 3%.
For Cc1ccc(C)c(N(C(=O)CNC(=O)c2ccco2)C(C(=O)NC2CCCCC2)c2ccncc2)c1 (configuration not stated) the results were ERG Ets-DNA blk 4%, 12-LOX inh -3%, GLS inhibitor -1%, JMJD2A Tudor inh -17%, rTrxR1 inhibitor -1%[57.1 µM], RGS4 inhibitor 14%, HP1b binding inh 38%[activator], Tb PGK inh 4% and Pin1 inh 1%.
Cc1ccc(OCC(=O)Nn2cnc3ccccc32)cc1 was read as ERG Ets-DNA blk 16%, 12-LOX inh 0%, GLS inhibitor -5%, JMJD2A Tudor inh -23%, rTrxR1 inhibitor 14%, RGS4 inhibitor -10%, HP1b binding inh 63%[activator], Tb PGK inh -4% and Pin1 inh -12%.
For Cc1ccccc1N1C(=O)C(Oc2ccc(Cl)cc2)C1CNC(C)(C)C (configuration not stated) the results were ERG Ets-DNA blk -11%, 12-LOX inh inconclusive, GLS inhibitor -3%, JMJD2A Tudor inh -2%, rTrxR1 inhibitor -6%, RGS4 inhibitor -12%, HP1b binding inh 17%, Tb PGK inh -7% and Pin1 inh 0%.
COc1ccc(-c2cc(C(=O)N3CCN(c4ccccc4)CC3)no2)cc1 was read as ERG Ets-DNA blk 12%&3%, 12-LOX inh 1%&-6%, GLS inhibitor -5%&19%, JMJD2A Tudor inh -33%&-18%, rTrxR1 inhibitor 27%[57.1 µM], RGS4 inhibitor 0%&15%, HP1b binding inh 6%&36%, Tb PGK inh 7%&0% and Pin1 inh -2%&9%.
Screening COc1cc(OC)c(OC)cc1CN1CCN(S(=O)(=O)c2ccc(NC(C)=O)cc2)CC1 returned ERG Ets-DNA blk -4%, 12-LOX inh inconclusive, GLS inhibitor -13%, JMJD2A Tudor inh 1µM*, rTrxR1 inhibitor 24%[57.1 µM], RGS4 inhibitor inconclusive, HP1b binding inh inconclusive, Tb PGK inh -6% and Pin1 inh 1%.
CC(C)c1ccccc1NC(=O)COC(=O)/C=C/c1cccc([N+](=O)[O-])c1 was read as ERG Ets-DNA blk 5%, 12-LOX inh -10%, GLS inhibitor -18%, JMJD2A Tudor inh -29%, rTrxR1 inhibitor 7%, RGS4 inhibitor -17%[11.4 µM], HP1b binding inh -7%, Tb PGK inh 8% and Pin1 inh -3%.
`COc1ccc(-n2nc3c(c2NC(=O)c2c(F)cccc2Cl)CS(=O)C3)cc1` (configuration not stated) gave ERG Ets-DNA blk -3%, 12-LOX inh -10%, GLS inhibitor -4%, JMJD2A Tudor inh 4%, rTrxR1 inhibitor 20%, RGS4 inhibitor -10%, HP1b binding inh 33%, Tb PGK inh 1% and Pin1 inh 4%.
For COc1ccc(N/C=C2/CCCCC2=O)cc1 the results were ERG Ets-DNA blk -4%, 12-LOX inh inconclusive, GLS inhibitor -7%, JMJD2A Tudor inh inconclusive, rTrxR1 inhibitor inconclusive, RGS4 inhibitor -19%, HP1b binding inh 23%, Tb PGK inh -7% and Pin1 inh -18%.
`Cn1c(SCc2nc3ccccc3[nH]2)nnc1-c1ccccn1` gave ERG Ets-DNA blk 2%, 12-LOX inh -6%, GLS inhibitor 12%, JMJD2A Tudor inh -27%, rTrxR1 inhibitor 8%[57.1 µM], RGS4 inhibitor -23%, HP1b binding inh 35%, Tb PGK inh 0% and Pin1 inh -9%.
Screening CC(Sc1ccccc1)C(=O)Nc1ccc(N2CCOCC2)cc1 (configuration not stated) returned ERG Ets-DNA blk 9%, 12-LOX inh -15%, GLS inhibitor 40%[activator], JMJD2A Tudor inh -16%, rTrxR1 inhibitor 1%, RGS4 inhibitor -2%, HP1b binding inh 3%, Tb PGK inh 0% and Pin1 inh 3%.
For C=C1CC2(OC1=O)c1ccccc1CCc1ccccc12 the results were ERG Ets-DNA blk -3%, 12-LOX inh -34%, GLS inhibitor 7%, JMJD2A Tudor inh 4%, rTrxR1 inhibitor -29%[11.4 µM], RGS4 inhibitor inconclusive, HP1b binding inh 56%[activator], Tb PGK inh -3% and Pin1 inh 3%.
`O=c1[nH]cnc2cc(Cl)ccc12` gave ERG Ets-DNA blk -2%, 12-LOX inh 0%, GLS inhibitor -8%, JMJD2A Tudor inh 8%[11.4 µM], rTrxR1 inhibitor -8%[11.4 µM], RGS4 inhibitor -4%[11.4 µM], HP1b binding inh 57%[activator], Tb PGK inh -1% and Pin1 inh inconclusive.
CN(C)S(=O)(=O)Nc1ccc(NS(=O)(=O)N(C)C)c(S(=O)(=O)c2ccccc2)c1 was read as ERG Ets-DNA blk -1%, 12-LOX inh -17%, GLS inhibitor 44%[activator], JMJD2A Tudor inh -14%, rTrxR1 inhibitor 14%, RGS4 inhibitor -38%, HP1b binding inh 59%[activator], Tb PGK inh inactive and Pin1 inh 1%.
CCOc1ccc(NC(=O)CN(C)C(=O)C2CC(=O)N(CCc3ccccc3)C2)cc1OCC (configuration not stated) was read as ERG Ets-DNA blk 4%, 12-LOX inh -5%, GLS inhibitor 8%, JMJD2A Tudor inh -14%, rTrxR1 inhibitor -7%, RGS4 inhibitor 13%, HP1b binding inh 29%, Tb PGK inh 3% and Pin1 inh 0%.
